# ZTA counter: counter-screen for EBNA-1 inhibitors: inhibitors of Epstein-Barr virus ZTA; hit rate 0.15% among 320,000; ZTA-DNA binding, fluorescence polarization; inhibition, % at 11 µM; AID 2234; in the data active = inhibition above about 33%
# Target sequence (P03206 whole entry, looked up): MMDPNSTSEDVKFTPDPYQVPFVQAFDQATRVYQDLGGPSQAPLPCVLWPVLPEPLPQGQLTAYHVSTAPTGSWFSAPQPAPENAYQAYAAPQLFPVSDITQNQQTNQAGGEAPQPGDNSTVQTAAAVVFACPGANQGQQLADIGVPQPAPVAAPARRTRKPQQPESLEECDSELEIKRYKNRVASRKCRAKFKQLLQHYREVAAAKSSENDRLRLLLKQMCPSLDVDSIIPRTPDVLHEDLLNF
# Bcl-xL primary: blocks human Bcl-xL binding to Bim BH3 peptide; Q07817; GST-Bcl-xL / FITC-Bim BH3 peptide fluorescence polarization; inhibition, % at 10.9 µM; hit rate 0.7% among 320,000;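 active = inhibition above the mean of all tested compounds plus 3 SD, cutoff set per campaign, cut at about 30% in these data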;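 also: 0% = DMSO wells and 100% = unlabeled Bim-BH3 peptide competitor; inhibitors lower millipolarization by displacing the labeled peptide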
# MEX-5 binding: C. elegans MEX-5 TCR-2 RNA binding activity; Q9XUB2; MEX-5/FITC-TCR2 RNA binding, fluorescence polarization; hits give low values; activity score (negative = inhibition of binding), % at 10 µM; hit rate 0.38% among 300,000; AID 1832;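 active = inhibition past about -25% in most replicates, and total fluorescence under double the plate's negative control median, limit read from the data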;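 also: 0% = DMSO and -100% = 5 µM competing unlabeled TCR2 RNA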
# Target sequence (Q9XUB2 whole entry, looked up): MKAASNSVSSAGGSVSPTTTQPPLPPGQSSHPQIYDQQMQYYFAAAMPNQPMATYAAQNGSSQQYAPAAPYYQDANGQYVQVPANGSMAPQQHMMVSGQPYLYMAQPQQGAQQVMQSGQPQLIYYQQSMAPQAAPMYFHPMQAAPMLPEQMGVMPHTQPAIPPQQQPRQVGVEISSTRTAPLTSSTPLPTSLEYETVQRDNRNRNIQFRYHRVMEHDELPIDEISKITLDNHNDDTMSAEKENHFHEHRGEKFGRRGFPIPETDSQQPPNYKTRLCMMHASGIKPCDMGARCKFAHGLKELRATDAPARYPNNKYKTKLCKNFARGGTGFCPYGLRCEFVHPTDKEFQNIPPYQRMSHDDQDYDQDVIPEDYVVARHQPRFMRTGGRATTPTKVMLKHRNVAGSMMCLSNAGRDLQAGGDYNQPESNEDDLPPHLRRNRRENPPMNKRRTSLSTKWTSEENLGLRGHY
# CR mimetic SO: caloric restriction mimetics inhibiting age-related superoxide in yeast; S. cerevisiae aged cells, superoxide DHE fluorescence; hits give low values; superoxide response (% of plate mean), % at 10 µM; hit rate 0.18% among 330,000; AID 2690;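 active = superoxide response under a set limit, about three screen SD below normal, cut at about 65% in these data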;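 also: yeast aged for seven days with compound at 30 °C before DHE staining; 100% = average MFI of all compound-treated wells on the plate with controls excluded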
# Efflux pump inh: inhibitors of Candida antifungal efflux pumps expressed in yeast; AID 485275; S. cerevisiae Candida pump triplex, Nile Red efflux; hit rate 0.44% among 330,000; inhibition, % at 10 µM;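 active = plate passing quality check with inhibition over a set limit, or well fluorescence over plate mean plus 4 SD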;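 also: Nile Red retained in pooled yeast measured as flow cytometry median fluorescence; 0% = buffer negative control and 100% = Enniatin B positive control; higher means more Nile Red kept so more efflux inhibition; some compounds called inactive have numbers as strong as hits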
# MCL1 BIM primary: MCL1-BIM-BH3 interaction inhibition (human) | hit rate 0.68% among 320,000 | AID 2057 | inhibition, % at 10.9 µM | GST-MCL1 / FITC-Bim-BH3 fluorescence polarization;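 active = inhibition above the mean inhibition of all tested compounds plus 3 SD, set per campaign, cut at about 40% in these data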;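 also: 0% = DMSO wells and 100% = unlabeled Bim-BH3 peptide control; higher means more loss of mP so more displacement of Bim peptide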
# Target sequence (Q07820 whole entry, looked up): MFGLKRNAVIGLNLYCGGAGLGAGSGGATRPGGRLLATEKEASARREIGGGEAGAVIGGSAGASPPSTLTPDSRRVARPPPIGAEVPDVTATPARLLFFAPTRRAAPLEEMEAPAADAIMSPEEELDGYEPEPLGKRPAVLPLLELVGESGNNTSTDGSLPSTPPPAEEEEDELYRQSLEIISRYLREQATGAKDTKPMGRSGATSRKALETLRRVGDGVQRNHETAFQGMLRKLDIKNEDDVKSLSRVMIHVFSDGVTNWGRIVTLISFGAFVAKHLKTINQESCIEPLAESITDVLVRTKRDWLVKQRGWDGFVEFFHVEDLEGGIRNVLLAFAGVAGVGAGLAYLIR
# GLD-1 RNA inh: GLD-1-TGE RNA interaction inhibition (C. elegans); purified GLD-1 + fluorescein TGE RNA, fluorescence polarization; AID 2280; inhibition, % at 5.96 µM; hit rate 0.44% among 320,000;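 active = percent inhibition above a per-plate cutoff, the plate mean of test compounds plus 3 SD, cut at about 30% in these data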;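 also: 0% = DMSO wells with GLD-1 and probe and 100% = wells lacking GLD-1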
# EBNA-1 inhibitor: blocks EBNA-1 binding to DNA | EBNA-1 DNA binding, fluorescence polarization | inhibition, % at 14.8 µM | hit rate 0.34% among 300,000; in the data active = inhibition above about 28%
# Fam108B counter: blocks mouse Fam108B hydrolase in RBBP9 counter-screen; recombinant Fam108B, FP-Rh probe fluorescence polarization; inhibition, % at 9.51 µM; hit rate 0.33% among 300,000; AID 1947;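 active = inhibition above the screen mean inhibition plus 3 SD, computed separately per campaign, cut at about 18% in these data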;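 also: inhibitors lower polarization as less probe binds the enzyme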
# An asterisk follows results filed as active; nt = not tested or not shown.
SMILES,ZTA counter,Bcl-xL primary,MEX-5 binding,CR mimetic SO,Efflux pump inh,MCL1 BIM primary,GLD-1 RNA inh,EBNA-1 inhibitor,Fam108B counter
NC(=O)Cn1nc2sc3ccccc3n2c(=O)c1=O,15,6,-3.8,98,0.0,1,1,3,4
COc1ccc(N=C2S/C(=C\c3cc(C)n(C)c3C)C(=O)N2C)cc1,-4,0,-22,104,0.2,1,-1,-2,3
O=C(O)C1=C(OCc2ccccc2)C(=O)NCC1,-9,1,0.7,100,0.0,-3,-1,2,2
N#CCC(=O)N/N=C/c1cn(Cc2ccc(Cl)cc2Cl)c2ccccc12,3,1,-2.6,109,0.0,2,-1,-2,-8
C=CCSc1nnc2nc3c(nn12)c1cc(C)ccc1n3CC=C,-6,12,1.6,83,-0.1,8,5,2,4
Cc1cc(C)cc(NS(=O)(=O)c2ccc3[nH]cc(C(=O)NCc4ccco4)c(=O)c3c2)c1,4,11,2.1,102,0.0,4,4,3,-6
COc1cccc(NC(=O)Cn2c(-c3cncs3)nc3ccccc32)c1,9,13,1.0,104,0.1,11,3,-12,2
COc1ccc(-c2cn3c(C)c(C(=O)N4CCN(c5ccccc5F)CC4)sc3n2)cc1,3,2,3.7,91,0.1,-1,-1,3,0
CS(=O)(=O)c1ccc(C(=O)Nc2ccccc2Cl)cc1,-9,3,-2.9,105,0.1,5,-4,-10,1
C/C(=N\OCC(=O)Nc1ccccc1Br)c1cccs1,-13,-2,-2.5,114,0.3,4,3,-10,-3
Cc1ccc(Nc2nc(CSc3nnnn3C)cs2)cc1,-6,-1,2.2,88,0.0,-1,2,1,0
O=C(NNC(=O)c1ccco1)c1cccc([N+](=O)[O-])c1,19,2,-6.5,82,0.0,4,-1,0,5
CC1c2cc3c(cc2CCN1C(=O)c1ccc(Cl)cc1)OCCCO3 (centres undefined),1,1,0.2,109,0.2,0,9,-21,0
N/C(=N\N=C\c1ccc(O)c(O)c1)c1nonc1N,-5,1,-0.1,95,0.0,3,-2,-13,3
Cc1ccccc1OCC(=O)OCC(=O)Nc1ccc(Cl)cn1,1,10,nt,101,-0.2,16,4,nt,nt
O=C(NCc1cccs1)c1cc2c(s1)-c1ccccc1OC2,21,-1,-0.9,80,-0.2,0,2,9,-10
O=C(CNCc1ccco1)Nc1cc(S(=O)(=O)N2CCOCC2)ccc1N1CCCC1,6,6,-1.3,98,-0.1,5,-5,-15,0
O=C(CN1CCc2ccccc2C1)Nc1cccc(S(=O)(=O)N2CCOCC2)c1,-2,3,nt,89,0.3,12,-1,nt,nt
O=C(CSc1ncnc2[nH]ncc12)Nc1cccc(Oc2ccccc2)c1,15,6,12,91,0.0,-2,-4,-6,-9
CCN(CC)C(=O)CSc1ncnc2c1nnn2-c1ccc(F)cc1,-5,3,1.3,96,0.0,6,2,7,-7
COc1ccc(NC(=O)CCc2nc(-c3ccccc3F)no2)cc1,2,6,0.2,92,0.1,8,2,-2,-2
O=C(Nc1ccncc1)c1ccc([N+](=O)[O-])cc1Cl,-4,5,-3.3,103,0.0,8,-12,-10,-1
COc1ccc(N(CC(=O)Nc2cccnc2)S(=O)(=O)c2ccccc2)cc1OC,-11,1,-0.2,88,0.1,2,11,-1,-2
Cc1ccc(C(=O)NN(CCC#N)C2=NS(=O)(=O)c3ccccc32)cc1,5,4,0.9,102,-0.3,-3,-5,20,2
NC(=S)NNC(=O)C12CC3CC(CC(C3)C1)C2,15,7,0.6,101,0.0,16,1,5,-2

# For convenience, some entries already given.
SMILES,ZTA counter,Bcl-xL primary,MEX-5 binding,CR mimetic SO,Efflux pump inh,MCL1 BIM primary,GLD-1 RNA inh,EBNA-1 inhibitor,Fam108B counter
NC(=O)Cn1nc2sc3ccccc3n2c(=O)c1=O,15,6,-3.8,98,0.0,1,1,3,4
COc1ccc(N=C2S/C(=C\c3cc(C)n(C)c3C)C(=O)N2C)cc1,-4,0,-22,104,0.2,1,-1,-2,3
O=C(O)C1=C(OCc2ccccc2)C(=O)NCC1,-9,1,0.7,100,0.0,-3,-1,2,2

# In a second layout: results already given.
Molecule | ZTA counter | Bcl-xL primary | MEX-5 binding | CR mimetic SO | Efflux pump inh | MCL1 BIM primary | GLD-1 RNA inh | EBNA-1 inhibitor | Fam108B counter
CC1c2cc3c(cc2CCN1C(=O)c1ccc(Cl)cc1)OCCCO3 (centres undefined) | 1 | 1 | 0.2 | 109 | 0.2 | 0 | 9 | -21 | 0
N/C(=N\N=C\c1ccc(O)c(O)c1)c1nonc1N | -5 | 1 | -0.1 | 95 | 0.0 | 3 | -2 | -13 | 3
Cc1ccccc1OCC(=O)OCC(=O)Nc1ccc(Cl)cn1 | 1 | 10 | nt | 101 | -0.2 | 16 | 4 | nt | nt
O=C(NCc1cccs1)c1cc2c(s1)-c1ccccc1OC2 | 21 | -1 | -0.9 | 80 | -0.2 | 0 | 2 | 9 | -10

# The main list resumes with the 4 entries that preceded the break.
SMILES,ZTA counter,Bcl-xL primary,MEX-5 binding,CR mimetic SO,Efflux pump inh,MCL1 BIM primary,GLD-1 RNA inh,EBNA-1 inhibitor,Fam108B counter
O=C(Nc1ccncc1)c1ccc([N+](=O)[O-])cc1Cl,-4,5,-3.3,103,0.0,8,-12,-10,-1
COc1ccc(N(CC(=O)Nc2cccnc2)S(=O)(=O)c2ccccc2)cc1OC,-11,1,-0.2,88,0.1,2,11,-1,-2
Cc1ccc(C(=O)NN(CCC#N)C2=NS(=O)(=O)c3ccccc32)cc1,5,4,0.9,102,-0.3,-3,-5,20,2
NC(=S)NNC(=O)C12CC3CC(CC(C3)C1)C2,15,7,0.6,101,0.0,16,1,5,-2
COC(=O)C1=C(C)N(C)C(=O)NC1c1cc2c(cc1[N+](=O)[O-])OCO2 (centres undefined),20,59*,-5.8,102,-0.1,54*,28,4,7
CN(CC(=O)Nc1nccs1)S(=O)(=O)c1ccc(F)cc1,0,5,-2.0,104,-0.1,7,-3,-1,-5
O=C(NC(Cc1c[nH]c2ccccc12)c1nnc2n1CCCCC2)c1ccccc1Cl (centres undefined),-6,6,-0.9,115,-0.1,-1,2,11,-3
CSc1nnc(NC(=O)c2nc(S(=O)(=O)Cc3ccccc3F)ncc2Cl)s1,-4,6,0.1,97,0.1,9,10,-18,3
Cc1ccc(OCCC(=O)OCC(=O)Nc2ccc3c(c2)OCCO3)cc1,-5,0,0.3,94,-0.1,-7,4,3,2
CCN(CCNCC(O)COc1ccccc1C(C)C)c1cccc(C)c1 (centres undefined),-23,5,1.1,110,0.1,0,8,-15,3
CC1CCc2sc(C(=O)OCC(=O)NCc3ccccc3)cc2C1 (centres undefined),16,1,-0.5,110,-0.2,-4,0,14,1
Cc1nsc2c1ccc1ccccc12,-8,0,-1.7,105,-0.1,9,8,4,2
COc1ccc(C(CNC(=O)c2c(C)nn(Cc3ccc(C)cc3)c2Cl)N2CCOCC2)cc1 (centres undefined),-3,-2,nt,87,0.0,-7,4,nt,nt
Cc1ccc(C(CNC(=O)Nc2cccc(C)c2)N2CCN(C)CC2)cc1 (centres undefined),-3,0,-3.2,111,0.5,-2,3,-1,-4
O=c1c2ccccc2c2ccccc2c(=O)n1-c1ccccc1,1,-3,0.5,111,-0.1,-12,4,0,-2
CC(C)CC(=O)Nc1ccc(N2CCN(C(=O)c3cccs3)CC2)cc1,2,-2,-4.6,85,0.2,-4,-3,3,-3
Cc1ccc(OCc2nc(C#N)c(N3CCCC3)o2)cc1,9,0,-0.9,102,0.1,8,4,2,7
CCNc1ccc(S(=O)(=O)N(C)C)cc1NCC(=O)Nc1ccc(F)c(Cl)c1,-24,7,-0.6,85,-8.3,20,2,6,4
CCCC(=O)OCC(=O)Nc1ccc2[nH]c(=O)[nH]c2c1,-6,-1,2.6,102,0.1,-1,-3,-12,-2
O=C1NC(=Nc2ccccc2)S/C1=C\c1ccccc1,9,-1,-6.2,101,-0.1,-6,-3,3,0
COc1ccc(C(=O)NNc2ccccc2)cc1OC,17,2,nt,100,-0.1,1,-5,9,2
CC(C)n1cc(CN2CCC(n3nccc3NC(=O)C3CCCC3)CC2)cn1,-2,-3,-2.7,93,3.2,-3,6,7,-1
Cc1ccc(NC(=O)c2cc(N3C(=O)C4CC=CCC4C3=O)ccc2N2CCCCC2)cc1 (centres undefined),3,3,1.2,94,-0.1,9,8,2,3
COc1ccc(Cl)cc1NC(=S)NN1CCOCC1,-2,2,1.0,100,0.0,1,2,-6,2
Cc1ccc(CN(C(=O)c2cc3ccccc3oc2=O)C2CCS(=O)(=O)C2)cc1 (centres undefined),1,-5,0.4,130,0.2,-7,6,-8,-1
COc1ccccc1NC(=O)CN1CCN(Cc2ccccc2)CC1,-5,3,0.3,89,0.1,7,-1,-1,0
CC(=O)Nc1ccc(S(=O)(=O)Nc2nc3ccccc3nc2Sc2nncn2C)cc1,7,78*,-18,95,-0.1,78*,37*,2,-1
Cc1ccc(NC(=O)CN2CCc3ccccc3C2)cc1S(=O)(=O)N1CCOCC1,16,4,-0.2,93,-0.2,-5,0,12,0
COc1ccccc1C(=O)NC(=S)Nc1cc(C(=O)O)ccc1C,3,6,1.2,100,-0.4,8,4,-3,8
# Carrying on:
SMILES,ZTA counter,Bcl-xL primary,MEX-5 binding,CR mimetic SO,Efflux pump inh,MCL1 BIM primary,GLD-1 RNA inh,EBNA-1 inhibitor,Fam108B counter
CCN(CC(=O)Nc1c(F)cccc1F)C(=O)CN1C(=O)NC2(CCCC2)C1=O,15,0,-2.8,111,0.0,-8,-5,7,-1
CCN(CC(=O)NCc1cccs1)C(=O)c1ccc(-c2ccccc2F)o1,-5,-20,nt,89,0.0,-24,0,nt,nt
Cc1cc(=O)oc(C)c1C(=O)NNC(=O)C1(C)CC1Br (centres undefined),23,-1,-0.7,108,0.1,-5,-2,-6,3
CCOc1ccc(NC(=O)CS(=O)CC(=O)NC2CCCc3ccccc32)cc1 (centres undefined),-11,7,-1.5,92,0.0,1,-1,21,-1
CC1=NNC(=O)C1CCC(=O)N/N=C\c1cccc(Cl)c1 (centres undefined),-18,8,3.5,87,0.0,4,1,-12,2
COc1cc2c(cc1OC)C(C)N(C(=O)CCNC(=O)c1ccccc1)CC2 (centres undefined),-3,3,1.9,131,0.6,-2,6,-9,2
CSc1ccc(CN(C)C(=O)CSCC(=O)Nc2cc(C)on2)cc1,-5,3,-0.7,104,-4.5,-9,3,5,-4
c1ccc(C2c3c(ccc4ccccc34)Oc3ncn4nc(-c5ccco5)nc4c32)cc1 (centres undefined),22,5,-0.8,93,-0.1,3,6,11,-6
CCn1nc(C(=O)N[C@@H](CCSC)c2nc3ccccc3[nH]2)c2ccccc2c1=O,25,1,-3.1,97,0.1,1,4,1,12

# Entries listed so far printed as active in Bcl-xL primary:
SMILES,Bcl-xL primary,MEX-5 binding,Efflux pump inh,MCL1 BIM primary,GLD-1 RNA inh,EBNA-1 inhibitor
COC(=O)C1=C(C)N(C)C(=O)NC1c1cc2c(cc1[N+](=O)[O-])OCO2 (centres undefined),59*,-5.8,-0.1,54*,28,4
CC(=O)Nc1ccc(S(=O)(=O)Nc2nc3ccccc3nc2Sc2nncn2C)cc1,78*,-18,-0.1,78*,37*,2

# Compound activity deposited in PubChem BioAssay by several laboratories.

# Compounds were not picked by outcome. About 2.3% of those tested had a hit in this group.
